Bioassay records (PubChem)
Siah-1 displacement = blockers of Siah-1 interaction with plectin peptide – biochemical, fluorescence polarization, rhodamine-plectin, uHTS, primary screen (AID 1817) | Siah-1 / rhodamine-plectin peptide fluorescence polarization; higher % means a stronger effect | actives 0.02% (n = 290,000) | displacement, % at 20 µM, or IC50 in µM where a hit was titrated;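 active = displacement of at least 50% at 20 µM, with a fluorescence ratio check between 0.3 and a set limit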;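 also: plate controls were Siah plus tracer with DMSO for no effect and tracer alone without Siah for full effect; strong numbers were not always called active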
HIV fusion peptide = inhibitors of HIV fusion peptide binding, primary screen, biochemical, uHTS, fluorescence dequenching (AID 1986); cell-free peptide binding, fluorescence dequenching, 30 min; higher % means a stronger effect; inhibition, % at 20 µM; hits with a dose series show IC50 in µM; actives 0.3% (n = 290,000); in the data active = inhibition mostly above about 52%, no sharp cut-off; inactive = mostly below about 76%; also: some results filed as inactive read as strong as hits
NOD1 inhibition = inhibition of NOD1-driven NF-kB reporter – cell-based, luminescence, uHTS, primary screen (AID 1578) | NOD1-driven NF-kB luciferase reporter cells, luminescence; higher % means a stronger effect | inhibition, % at 4 µM, or EC50 in µM where a hit was titrated | actives 1% (n = 290,000); in the data active = inhibition mostly above about 36%, no sharp cut-off; inactive = mostly below about 34%;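 also: HEK-293T reporter cells stimulated with the NOD1 agonist gamma-tri-DAP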
LYP phosphatase = inhibitors of LYP phosphatase, biochemical, fluorescence intensity, uHTS (AID 1779). recombinant LYP phosphatase, fluorescence intensity; higher % means a stronger effect. inhibition, % at 11.5 µM, or IC50 in µM where a hit was titrated. actives 0.054% (n = 290,000);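 also: plate controls were vehicle with enzyme for no effect and no enzyme for full effect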
Myeloid diff 2 = myeloid differentiation induction; actives 1% (n = 360,000); ER-HoxA9 myeloid progenitors, lysozyme-GFP differentiation, flow cytometry; calls only at 10 µM;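 active = normalized GFP-positive differentiation at or above the plate's own cutoff, the solvent-only control mean plus 3 SD; inconclusive = no clear call, values can overlap the other calls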;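 also: cells exposed to compound for four days before flow analysis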
KOR beta-arrestin-1 = kappa opioid receptor activators – cell-based, luminescence, uHTS, primary screen (AID 1777). activation, % at 10 µM, or EC50 in µM where a hit was titrated. KOR beta-arrestin recruitment, luminescence; higher % means a stronger effect. actives 0.02% (n = 280,000); in the data active = activation above about 50%, passing the limit was not always enough; also: a part of the inactive calls stands beside numbers as strong as those of hits
PhoP inhibition = PhoP-dependent GFP reporter repression – Salmonella Typhimurium, primary screen (AID 1863). S. Typhimurium PhoP-regulated promoter GFP reporter, 4 h; higher % means a stronger effect. inhibition, % at 50 µM; hits with a dose series show IC50 in µM. actives 0.16% (n = 300,000);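 active = inhibition over 29.93%, a cutoff 3 SD above the screen mean, later confirmed by dose response; inconclusive = inhibition over 29.93% but no dose response follow-up; inactive = inhibition at most 29.93% or unconfirmed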;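 also: 0% = low Mg2+ inducing control and 100% = high Mg2+ repressing control; strong numbers were not always called active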
HEK293 NOD2/NF-kB = inhibition of NOD2-driven NF-kB reporter – cell-based, luminescence, uHTS, HEK293 (AID 1566); HEK293 NOD2/NF-kB luciferase reporter, luminescence; higher % means a stronger effect; inhibition, % at 4 µM, or EC50 in µM where a hit was titrated; actives 0.63% (n = 290,000); also: many of its hits are not listed in these tables
KOR beta-arrestin-2 = kappa opioid receptor blockers – cell-based, luminescence, uHTS (AID 1778) | KOR beta-arrestin recruitment, luminescence, antagonist mode; higher % means a stronger effect | inhibition, % at 10 µM; hits with a dose series show IC50 in µM | actives 0.091% (n = 290,000); also: strong numbers were not always called active
Myeloid diff 2 GFP+ MAC1+ % = further read-out of Myeloid diff 2, marked with its call; GFP+ MAC1+ double positive, %; measured here: differentiation confirmed by MAC1 staining
Starred values were filed as active, the others as inactive; i = inactive; ? = inconclusive; / = not tested or not shown; + = active, no number; & = joins results of further samples; [ ] = dose if it differs, or a comment. Rule as the data show it, unless noted: active = inhibition above about 50%; inactive = the rest. A portion of the library, so the mix of outcomes need not match the whole.

SMILES	Siah-1 displacement	HIV fusion peptide	NOD1 inhibition	LYP phosphatase	Myeloid diff 2	Myeloid diff 2 GFP+ MAC1+ %	KOR beta-arrestin-1	PhoP inhibition	HEK293 NOD2/NF-kB	KOR beta-arrestin-2
CCOC(=O)CCc1c(C)n(CC)c2ncnn2c1=O	-6%	0.3%	-24%	-6%	i	2.9	-4.3%	7%	8%	10%
Cn1c(SCc2cc(=O)[nH]c3ccccc23)nnc1-c1ccc(Br)cc1	6%	-2.5%	-18%	-6%	i	1.1	0.7%	-1%	10%	-21%
O=C1NC(=O)/C(=C\c2ccc(O)cc2O)S1	40%	50%	-22%	2%	i	0.1	3.3%	-17%	-38%	-1%
CNC(=O)c1c(O)c2cccc3c2n(c1=O)CCC3	0%	5.2%	6%	0%	i	0.1	2.9%	7%	15%	-35%[20 µM]
CC1=CC2=NC(=O)/C(=C\c3cccn3CCOc3cc(C)cc(C)c3)C(=N)N2O1	5%	5.6%	-38%	7%	i	0.7	-2.1%	6%	3%	2%
CC1Oc2ccccc2N(CC(=O)N2CCCCCC2)C1=O (stereo not drawn)	0%	-1.8%	0%	-9%	i	0.6	1.5%	8%	-9%	1%
CCS(=O)(=O)N1CCCC(C(=O)N2CCc3ccccc3C2)C1 (stereo not drawn)	4%	-2.2%	7%	-9%	i	0.4	3.8%	8%	18%	-12%
COC(=O)c1cc(S(=O)(=O)Nc2ccsc2C(=O)OC)oc1C	2%	3.5%	2%	2%	/	/	2.0%	-8%	14%	-21%
Cc1ccccc1OCC(=O)N/N=C/c1cn(C)c2ccccc12	-3%	-1.1%	4%	-1%	/	/	0.0%	-4%	-2%	-6%
CCOC(=O)c1ccccc1Cc1nc2ccccc2c(=O)[nH]1	12%	-0.1%	-28%	-7%	i	1.0	-5.1%	1%	-2%	-8%
NC(=O)C1(N2CCCCC2)CCN(C(=O)NC2CCCCC2)CC1	7%	1.5%	6%	-5%	i	0.6	-2.7%	-10%	10%	9%
COc1ccc(Cn2c(=S)[nH]c3ccsc3c2=O)cc1	31%	-2.4%	-14%	-2%	i	0.4	4.6%	8%	11%	-8%

3 structures out of the list, sorted by SMILES length, high to low:
SMILES	Siah-1 displacement	HIV fusion peptide	NOD1 inhibition	LYP phosphatase	Myeloid diff 2	Myeloid diff 2 GFP+ MAC1+ %	KOR beta-arrestin-1	PhoP inhibition	HEK293 NOD2/NF-kB	KOR beta-arrestin-2
COC(=O)c1cc(S(=O)(=O)Nc2ccsc2C(=O)OC)oc1C	2%	3.5%	2%	2%	/	/	2.0%	-8%	14%	-21%
NC(=O)C1(N2CCCCC2)CCN(C(=O)NC2CCCCC2)CC1	7%	1.5%	6%	-5%	i	0.6	-2.7%	-10%	10%	9%
Cc1ccccc1OCC(=O)N/N=C/c1cn(C)c2ccccc12	-3%	-1.1%	4%	-1%	/	/	0.0%	-4%	-2%	-6%

(more compounds)
SMILES	Siah-1 displacement	HIV fusion peptide	NOD1 inhibition	LYP phosphatase	Myeloid diff 2	Myeloid diff 2 GFP+ MAC1+ %	KOR beta-arrestin-1	PhoP inhibition	HEK293 NOD2/NF-kB	KOR beta-arrestin-2
O=C(CCCn1c(=S)[nH]c2cc3c(cc2c1=O)OCO3)N1CCc2ccccc2C1	6%	-1.6%	17%	-2%	i	0.7	0.5%	-5%	8%	-2%
CCc1c(C)c(C#N)c2nc3ccccc3n2c1N(C)C	-3%	-2.0%	2%	-3%	i	0.9	-3.9%	4%	-6%	-14%
COc1ccc(CCn2c(=N)c(C(=O)NCc3ccco3)cc3c(=O)n4cccc(C)c4nc32)cc1	-2%	-2.0%	9%	-7%	i	0.9	27%	0%	23%	24%
CCOc1ccc(NC(=S)NCCCn2ccnc2)cc1	2%	-0.9%	-10%	-5%	?	/	2.8%	3%	2%	-13%
Cc1cc2c(C)cc(=O)[nH]c2cc1NC(=O)CCl	6%	-0.6%	33%	-4%	i	0.2	-0.1%	-10%	-19%	8%
COc1cc(=O)[nH]c(SCc2c(F)c(F)c(F)c(F)c2F)n1	2%	0.7%	-8%	1%	i	3.4	-3.0%	-2%	6%	14%
c1ccc2c(NCC3CCCO3)nc(N3CCOCC3)nc2c1 (stereo not drawn)	-3%	1.0%	-11%	-8%	i	1.5	/	3%	14%	-5%[20 µM]
CN(C(=O)C(Cl)Cl)c1ccc(OC(=O)c2ccco2)cc1	-5%	-2.2%	20%	-4%	i	2.5	3.3%	14%&-4%	4%	-2%
CNc1nc2c(C)cccn2c(=O)c1C=Nc1ccc(OC)cc1	7%	-1.1%	-24%	-2%	i	0.6	-4.0%	4%	1%	-64%[20 µM]
CCOC(=O)C1=C(C)NC(=O)NC1c1ccsc1 (stereo not drawn)	8%	-2.3%	-7%	-7%	i	0.4	0.5%	31%	0%	-41%
CN(CC(O)Cn1c2ccccc2c2ccccc21)S(C)(=O)=O (stereo not drawn)	7%	-0.5%	-30%	-6%	i	1.2	/	0%	14%	-10%[20 µM]
O=C(CN(c1ccccc1)S(=O)(=O)c1ccccc1[N+](=O)[O-])Nc1ccccc1C(=O)N1CCOCC1	8%	-0.3%	-11%	-2%	i	0.1	-4.3%	-7%	0%	38%

Some of the entries so far, as labelled records:
Cc1cc2c(C)cc(=O)[nH]c2cc1NC(=O)CCl
  Siah-1 displacement: 6%	HIV fusion peptide: -0.6%	NOD1 inhibition: 33%	LYP phosphatase: -4%	Myeloid diff 2: i	Myeloid diff 2 GFP+ MAC1+ %: 0.2	KOR beta-arrestin-1: -0.1%	PhoP inhibition: -10%	HEK293 NOD2/NF-kB: -19%	KOR beta-arrestin-2: 8%
CCOC(=O)C1=C(C)NC(=O)NC1c1ccsc1 (stereo not drawn)
  Siah-1 displacement: 8%	HIV fusion peptide: -2.3%	NOD1 inhibition: -7%	LYP phosphatase: -7%	Myeloid diff 2: i	Myeloid diff 2 GFP+ MAC1+ %: 0.4	KOR beta-arrestin-1: 0.5%	PhoP inhibition: 31%	HEK293 NOD2/NF-kB: 0%	KOR beta-arrestin-2: -41%
CCOc1ccc(NC(=S)NCCCn2ccnc2)cc1
  Siah-1 displacement: 2%	HIV fusion peptide: -0.9%	NOD1 inhibition: -10%	LYP phosphatase: -5%	Myeloid diff 2: ?	Myeloid diff 2 GFP+ MAC1+ %: /	KOR beta-arrestin-1: 2.8%	PhoP inhibition: 3%	HEK293 NOD2/NF-kB: 2%	KOR beta-arrestin-2: -13%

Additional results
SMILES	Siah-1 displacement	HIV fusion peptide	NOD1 inhibition	LYP phosphatase	Myeloid diff 2	Myeloid diff 2 GFP+ MAC1+ %	KOR beta-arrestin-1	PhoP inhibition	HEK293 NOD2/NF-kB	KOR beta-arrestin-2
O=C(NCc1ccc2c(c1)OCO2)c1ccc(CS(=O)(=O)c2ccc(Br)cc2)o1	-3%	2.9%	11%	-2%	i	1.3	-7.9%	12%	-5%	10%
COc1ccc(C2=NN(C(=O)CN3CCCCC3)C(c3ccc(C)cc3)C2)cc1 (stereo not drawn)	2%	0.7%	-19%	-5%	i	0.7	-3.2%	-4%	12%	4%[20 µM]
CC1CCCN(c2nc(-c3cccnc3)nc3scc(-c4ccccc4)c23)C1 (stereo not drawn)	-2%	-1.2%	-16%	9%	i	0.0	-3.1%	1%	0%	5%
COc1ccc(C(=O)N2CCN(C(=O)Cc3ccccc3)CC2)cc1OC	-1%	-0.6%	-1%	-9%	i	6.8	-1.7%	-8%	-2%	-15%
O=C(Nc1ncn[nH]1)c1ccc(Cl)c(S(=O)(=O)N2CCCCCC2)c1	-3%	-2.9%	-7%	-2%	i	1.1	-1.4%	-10%	4%	-10%
CCOC(=O)c1sc2nc3n(c(=O)c2c1C)CCCCC3	2%	7.0%	-60%	-5%	i	1.3	-5.5%	-3%	-32%	-29%
COc1cccc(-c2cc(C(=O)NCCN3CCOCC3)no2)c1	2%	-1.9%	-7%	-9%	i	1.1	-7.2%	-2%	1%	27%
COc1ccc2cc(C(C)C(=O)N3CCC(C(N)=O)CC3)ccc2c1 (stereo not drawn)	-2%	1.4%	38%	-9%	i	0.2	5.2%	1%	-10%	-43%
COc1ccc(CCNS(=O)(=O)c2cccc3cccnc23)cc1OC	2%	-1.2%	-6%	-3%	i	0.8	-1.4%	0%	5%	25%
CC(=O)c1ccc(S(=O)c2ccccc2)cc1 (stereo not drawn)	2%	0.3%	-22%	5%	i	1.4	-5.4%	9%	-9%	7%
Cc1ccc(C(=O)NNC(=O)CSc2nnc(-c3ccncc3)n2-c2ccc(C)cc2)cc1	1%	-0.1%	-8%	1%	i	2.8	-3.5%	-10%	-7%	-38%
Cc1ccc(S(=O)(=O)CCC(=O)c2ccc(O)cc2O)cc1	4%	-2.1%	13%	-4%	i	0.7	6.6%	14%	7%	14%
CCC(=O)Nc1c(C)nn(-c2ccc(C)c(C)c2)c1C	-7%	-1.7%	-8%	-5%	i	1.1	1.5%	5%	7%	-21%
CCO[C@@H]1OC(C(=O)NCc2ccccc2)=C[C@H](C2CCCCC2)[C@H]1CCCO	-1%	-0.8%	0%	-3%	+	4.4*	6.2%	2%	5%	18%
CCOC(=O)c1[nH]c2ccccc2c1N=CN(CC)CC	0%	0.1%	-14%	-4%	i	0.6	-1.3%	9%	7%	7%
COCCn1c(SCc2cnc(-c3ccccc3)s2)nnc1-c1ccncc1	-2%	0.5%	-25%	-2%	i	2.6	5.0%	1%	0%	-13%
Cc1csc(NC(=O)c2ccco2)c1C(=O)c1ccccc1	0%	0.9%	-10%	0%	i	0.3	2.7%	0%	0%	-14%
O=C(CCC(=O)N1CCN(c2cccc(Cl)c2)CC1)N1CCN(c2ccccc2)CC1	2%	-0.7%	20%	-5%	i	0.8	1.1%	-4%	-87%	-5%
O=C(c1ccc(Cl)cc1)N(c1ccccn1)C1CCCCC1	2%	0.1%	-21%	3%	i	0.2	-6.1%	6%	-5%	5%
COc1ccc(C2/C(=C(\O)c3ccc4c(c3)OCCO4)C(=O)C(=O)N2CCCN(C)C)cc1 (stereo not drawn)	-2%	-1.4%	-11%	-11%	i	1.2	-2.1%	-1%	4%	10%
CCCc1nc2c(c(=O)c3ccccc3n2C)c(=O)n1-c1cc(C)cc(C)c1	10%	0.9%	-12%	0%	i	0.3	0.3%	12%	5%	-14%
CCNc1nc(NCC)nc(SCCOC(=O)Nc2ccc(Cl)cc2Cl)n1	2%	0.8%	-6%	-1%	i	0.9	-1.5%	-6%	-3%	2%
Cc1ccc(N)cc1S(=O)(=O)N(C)C	4%	-0.1%	-9%	-6%	i	0.2	/	0%	-4%	-19%[20 µM]
Nc1cc(S(=O)(=O)Nc2cc(Cl)ccc2Cl)ccc1N1CCOCC1	12%	0.3%	-8%	-5%	i	0.9	2.5%	-6%	12%	7%
CCOc1ccc(Cl)cc1CSc1ncn[nH]1	-1%	-0.8%	25%	-5%	i	0.2	16%	16%	-13%	-22%
CN1CCN(c2ccccc2NC(=O)COc2ccc(C3CCCCC3)cc2)CC1	0%	0.2%	-14%	-8%	i	0.7	3.2%	-3%	17%	11%
Cc1ccc(S(=O)(=O)NC2c3cccc4cccc(c34)C2Sc2nc(C)cc(C)n2)cc1 (stereo not drawn)	22%	0.5%	1%	1%	i	0.4	0.6%	2%	0%	-16%
